MEX-5 binding: C. elegans MEX-5 TCR-2 RNA binding activity; Q9XUB2; MEX-5/FITC-TCR2 RNA binding, fluorescence polarization; active compounds read low; activity score (negative = inhibition of binding), % at 10 µM; 300,000 tested, 0.38% active;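 active = inhibition past about -25% in most replicates, and total fluorescence under double the plate's negative control median, limit read from the data; inconclusive = replicates evenly split on the limit, or fluorescence at least double controls; inactive = too little inhibition in most replicates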;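 also: 0% = DMSO and -100% = 5 µM competing unlabeled TCR2 RNA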
Target sequence (Q9XUB2 whole entry, looked up): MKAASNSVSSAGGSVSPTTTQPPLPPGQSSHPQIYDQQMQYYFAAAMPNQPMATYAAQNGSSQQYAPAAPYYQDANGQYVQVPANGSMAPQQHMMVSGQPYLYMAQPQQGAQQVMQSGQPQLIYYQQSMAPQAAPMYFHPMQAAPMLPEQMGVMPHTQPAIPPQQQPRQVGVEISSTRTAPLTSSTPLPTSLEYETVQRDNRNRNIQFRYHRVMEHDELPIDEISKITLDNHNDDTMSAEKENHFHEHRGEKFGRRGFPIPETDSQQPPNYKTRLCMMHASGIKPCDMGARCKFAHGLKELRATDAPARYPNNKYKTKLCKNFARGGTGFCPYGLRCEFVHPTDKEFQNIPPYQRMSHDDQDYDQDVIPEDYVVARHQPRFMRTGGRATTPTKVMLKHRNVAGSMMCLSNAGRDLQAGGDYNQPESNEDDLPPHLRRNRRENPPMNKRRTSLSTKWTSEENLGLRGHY
BCLXL inh: blocks human Bcl-xL binding to Bim BH3 peptide; Q07817; GST-Bcl-xL / FITC-Bim BH3 peptide fluorescence polarization; inhibition, % at 10.9 µM; 320,000 tested, 0.7% active; AID 2129;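 active = inhibition above the mean of all tested compounds plus 3 SD, cutoff set per campaign, cut at about 30% in these data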;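 also: 0% = DMSO wells and 100% = unlabeled Bim-BH3 peptide competitor; inhibitors lower millipolarization by displacing the labeled peptide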
MCL1-BIM inh: inhibitors of human MCL1 binding to BIM-BH3 peptide. inhibition, % at 10.9 µM. 320,000 tested, 0.68% active. GST-MCL1 / FITC-Bim-BH3 fluorescence polarization;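 active = inhibition above the mean inhibition of all tested compounds plus 3 SD, set per campaign, cut at about 40% in these data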;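 also: 0% = DMSO wells and 100% = unlabeled Bim-BH3 peptide control; higher means more loss of mP so more displacement of Bim peptide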
Yeast superoxide: caloric restriction mimetics inhibiting age-related superoxide in yeast | 330,000 tested, 0.18% active | AID 2690 | superoxide response (% of plate mean), % at 10 µM | S. cerevisiae aged cells, superoxide DHE fluorescence; active compounds read low;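 active = superoxide response under a set limit, about three screen SD below normal, cut at about 65% in these data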;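 also: yeast aged for seven days with compound at 30 °C before DHE staining; 100% = average MFI of all compound-treated wells on the plate with controls excluded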
AGP1 TOR yeast: modulators of TOR pathway AGP1-GFP in S. cerevisiae; S. cerevisiae AGP1-GFP multiplex flow cytometry, 3 h; GFP as percent of DMSO wells; 320,000 tested, 0.02% active; GFP response vs DMSO, % at 10 µM;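 active = GFP response relative to DMSO above a set limit, near screen average plus 3 SD, cut at about 150% in these data; inconclusive = fewer than 70 cells counted for the yeast strain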;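 also: median GFP channel fluorescence of the gated AGP1 strain per well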
GRK2 inh: blocks RNA aptamer binding to human GRK2. bead flow cytometry, FAM-aptamer displacement from GRK2. 330,000 tested, 0.59% active. inhibition of aptamer binding, % at 10 µM;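 active = inhibition of aptamer binding above 40%, roughly 3 SD of noise, on plates passing a quality check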;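 also: median bead fluorescence of bound FAM aptamer so fluorescent compounds give negative values; no value below 0 was filed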
CIT2-GFP yeast: alters CIT2-GFP fluorescence in TOR pathway yeast screen | S. cerevisiae CIT2-GFP strain, flow cytometry, 3 h; 100 means same as DMSO wells | GFP response vs DMSO, % at 10 µM | 320,000 tested, 0.065% active | AID 2029;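 active = GFP response relative to DMSO above a set limit, near the screen mean plus 3 SD, cut at about 150% in these data; inconclusive = Fewer than 70 cells measured for a yeast strain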;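 also: ratio of well median GFP fluorescence to mean of DMSO wells on the plate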
VLA-4 inh: inhibition in a human VLA-4 binding assay. P13612. VLA-4 expressing cells, ligand binding flow cytometry. inhibition, % (about 7 µM as worked out from the volumes in the protocol). 330,000 tested, 0.2% active. AID 2557; in the data active = inhibition above about 50%
GLD-1 TGE inh: GLD-1-TGE RNA interaction inhibition (C. elegans). Q17339. purified GLD-1 + fluorescein TGE RNA, fluorescence polarization. inhibition, % at 5.96 µM. 320,000 tested, 0.44% active. AID 2280;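 active = percent inhibition above a per-plate cutoff, the plate mean of test compounds plus 3 SD, cut at about 30% in these data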;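 also: 0% = DMSO wells with GLD-1 and probe and 100% = wells lacking GLD-1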
Target sequence (Q17339 whole entry, looked up): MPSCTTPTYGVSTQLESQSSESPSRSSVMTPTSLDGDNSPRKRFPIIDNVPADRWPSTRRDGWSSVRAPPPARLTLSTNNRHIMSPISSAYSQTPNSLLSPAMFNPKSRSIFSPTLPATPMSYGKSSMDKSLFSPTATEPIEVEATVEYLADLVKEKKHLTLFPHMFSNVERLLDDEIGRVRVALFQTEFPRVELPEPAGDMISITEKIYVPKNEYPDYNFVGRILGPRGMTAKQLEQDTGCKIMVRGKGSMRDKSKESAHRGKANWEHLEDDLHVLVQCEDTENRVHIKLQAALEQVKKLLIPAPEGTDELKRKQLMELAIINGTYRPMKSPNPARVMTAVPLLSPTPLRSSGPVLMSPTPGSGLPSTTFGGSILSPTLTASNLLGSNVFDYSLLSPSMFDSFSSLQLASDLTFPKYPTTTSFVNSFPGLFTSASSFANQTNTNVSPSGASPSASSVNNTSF
* hit, by the source's call; u = inconclusive; x = not tested or not shown.

SMILES	MEX-5 binding	BCLXL inh	MCL1-BIM inh	Yeast superoxide	AGP1 TOR yeast	GRK2 inh	CIT2-GFP yeast	VLA-4 inh	GLD-1 TGE inh
CCCOC(=O)c1c(-c2ccccc2)nc(CC)c(C(=O)SCC)c1CCC	x	-1	1	108	80	1	74	2	4
CCN(CC(=O)Nc1ccc(OC)cc1)C(=O)c1ccc(N2CCCC2=O)cc1	x	-2	2	99	101	0	101	35	7
COc1ccc(NC(=O)C23CC4CC(C2)CC(n2cnc(Br)n2)(C4)C3)c(C)c1	2.1	4	3	82	99	0	103	-7	10
Cc1ccc(NS(=O)(=O)c2cc(NC(=O)c3cc4c(s3)CCCC4)ccc2C)c(C)c1	3.8	6	-7	101	108	0	111	14	3
COc1ccc(S(=O)(=O)NNC(=O)c2cc3c4ccccc4n(C)c3s2)cc1	-1.9	8	11	97	97	1	105	8	1
CCCCN1C(N)=NC[C@@H]1C(C)O (some centres undefined)	-0.1	9	11	108	87	1	95	-5	-9
Cc1ccc(NC2CCCN(C(=O)CCC3=NNC(=O)CC3)C2)cc1C (centres undefined)	-0.7	-3	-1	97	112	0	x	1	0
CC(=O)Nc1ccc2c(c1)OCCOCCOc1cc(NC(C)=O)ccc1OCCOCCOCCO2	-0.3	11	9	111	102	1	103	-2	5
COCCNC(=S)NNC(=O)c1ccco1	-1.7	-2	-7	123	89	0	100	1	1
Cc1cccc(OCC(=O)N2CCC(c3ccccc3)C2)c1 (centres undefined)	0.1	9	5	91	102	2	96	20	5
O=C(CCl)N1c2ccccc2OCC1c1ccccc1 (centres undefined)	0.0	1	10	99	101	1	89	11	3
CCOC(=O)CC1COCCN1Cc1cn[nH]c1-c1cc(OC)c(OC)c(OC)c1 (centres undefined)	0.4	0	1	88	102	2	77	-2	0
COc1ccc(S(=O)(=O)N2CCc3ccccc32)cc1C(=O)OCC(=O)c1c(N)n(C)c(=O)n(C)c1=O	-1.4	-8	-12	111	103	0	99	1	1
COc1ccc(S(=O)(=O)N2CCC(C(=O)NCC3CCCO3)CC2)cc1 (centres undefined)	4.9	2	9	96	108	1	x	1	3
N#C/C(=C\c1ccc(N2CCOCC2)o1)C(=O)N1CCOCC1	u	-138	-296	90	98	0	112	10	-216
CC(=O)NCCn1c(SCC(=O)NCC2CCCO2)nc2ccccc2c1=O (centres undefined)	1.0	-1	-6	88	102	2	100	5	1
CN(C)CCCNC(=O)c1cc(S(=O)(=O)N2CCOCC2)ccc1F	1.1	0	0	98	104	3	102	-1	-1
CCCNC(=O)c1cc(Cl)c(NC(=O)C2=C(C)OCCS2)cc1OC	0.6	3	1	92	95	0	105	1	2
Cc1ccc(C(CC(=O)O)Nc2nc(N3CCOCC3)nc(N3CCOCC3)n2)cc1 (centres undefined)	2.6	3	2	112	102	4	99	15	1
COc1ccc(S(=O)(=O)Nc2cccc3c2O[C@@H](CN(C)CC2CC2)[C@@H](C)CN([C@@H](C)CO)C3=O)cc1	x	x	x	90	x	1	x	8	6
Cc1ccc(S(=O)(=O)NCC(=O)OCC(=O)Nc2ccc3c(c2)OCCO3)cc1	x	-7	-11	119	95	0	95	14	5
COC(=O)CCCCCC(CCC(=O)OC)NC(C)=O (centres undefined)	-0.4	4	3	104	106	0	98	8	-2
COCCC1CCCCN1C(=O)c1ccc(OC)c(OC2CCN(C(C)=O)CC2)c1 (centres undefined)	0.3	1	-4	108	97	0	95	2	4
COc1ccccc1-c1nnc(SC(C)C(=O)N2CCOCC2)o1 (centres undefined)	-0.1	4	-6	97	102	0	91	-16	2
CC12CCC(C(=O)N(NC(=O)c3cc(Cl)ccc3O)C1=O)C2(C)C (centres undefined)	-0.4	8	7	97	96	3	94	14	-23
Cc1cc(OC(=O)C(c2ccccc2)c2ccccc2)c([N+](=O)[O-])c(=O)[nH]1	x	2	3	86	94	3	84	-8	5
CCC(=O)/C=C1\Sc2ccccc2N1CC	-1.1	7	17	94	92	2	85	-6	0
COc1cc(NC(C)C(=O)N2CC(C)OC(C)C2)cc(OC)c1 (centres undefined)	-1.7	72*	82*	100	108	2	110	-13	-23
O=C(c1ccc2c(c1)N(Cc1ccccc1)CCS2)N1CCOCC1	-0.1	12	7	119	105	0	100	7	4
Cc1cccnc1NC(=O)CSc1ncnc2sc(C)c(C)c12	1.3	3	5	94	106	2	110	0	2

Three consecutive compounds out of the list so far, for reference:
SMILES	MEX-5 binding	BCLXL inh	MCL1-BIM inh	Yeast superoxide	AGP1 TOR yeast	GRK2 inh	CIT2-GFP yeast	VLA-4 inh	GLD-1 TGE inh
CC(=O)NCCn1c(SCC(=O)NCC2CCCO2)nc2ccccc2c1=O (centres undefined)	1.0	-1	-6	88	102	2	100	5	1
CN(C)CCCNC(=O)c1cc(S(=O)(=O)N2CCOCC2)ccc1F	1.1	0	0	98	104	3	102	-1	-1
CCCNC(=O)c1cc(Cl)c(NC(=O)C2=C(C)OCCS2)cc1OC	0.6	3	1	92	95	0	105	1	2

Following part.
SMILES	MEX-5 binding	BCLXL inh	MCL1-BIM inh	Yeast superoxide	AGP1 TOR yeast	GRK2 inh	CIT2-GFP yeast	VLA-4 inh	GLD-1 TGE inh
O=S(=O)(c1ccc(Cl)c(NC(=S)N/N=C/c2ccc(O)cc2)c1)N1CCOCC1	2.9	18	12	103	106	2	100	1	-1
O=C(NCc1nc2ccccc2[nH]1)c1ccc([N+](=O)[O-])cc1	0.7	2	-5	119	109	1	89	-2	8
Cc1ccc(NC(=O)CCn2cnc3cc(C)c(C)cc32)cc1	0.1	5	-3	100	98	0	100	-1	3
COC(=O)c1cc(C(=O)NCc2ccccc2)c(=O)[nH]c1C	0.4	3	-1	98	96	0	92	5	9
Cc1cccc(C)c1NC(=O)CNC(=O)CCC(=O)c1cccs1	-1.7	4	2	100	91	0	96	5	0
CC(NC(=O)c1ccc2c(c1)OCCO2)C(=O)O (centres undefined)	-2.1	1	-3	106	99	0	x	6	6
CS(=O)(=O)N(CC(=O)Nc1cccc([N+](=O)[O-])c1)c1cccc(F)c1	-1.9	-2	1	107	101	1	103	23	6
CCOC(=O)CC(=O)CSc1nccc(-c2cccnc2)n1	-1.1	5	-1	98	102	4	102	0	-1
COCCn1c(=S)[nH]c2cc(OC)c(OC)cc2c1=O	0.7	-4	-7	99	102	4	99	-1	1
Cc1cc(NC(=O)CSc2nnc3c(C)cc4cc(C)c(C)cc4n23)no1	2.4	-7	-9	106	108	0	105	-2	2
O=C(O)c1c[nH]ccc1=O	0.6	7	9	74	99	4	104	3	4
CCN(CC(=O)Nc1ccc(NC(C)=O)cc1)C(=O)CC1OC(=O)c2ccccc21 (centres undefined)	-1.9	-1	0	94	105	0	96	6	-1
Clc1cccc(N/N=C/c2ccc(N3CCOCC3)s2)c1	-1.9	19	14	102	86	0	99	14	-4
COc1cccc(N2CCN(CC(=O)Nc3ccc(SC(F)F)cc3)CC2)c1	1.9	1	0	90	90	0	98	-11	13
CCOC(CCn1c(SCc2ccc([N+](=O)[O-])cc2)nc2ccccc2c1=O)OCC	1.0	4	2	119	93	0	91	-17	4
COc1ccccc1C(=O)NC(C)c1ccccc1 (centres undefined)	0.2	10	6	112	102	0	103	9	8
CC(C)(C)OC(=O)NCCCCCNC(=O)c1[nH]cnc1C(=O)Nc1nccs1	x	8	7	100	101	4	104	0	2
Cc1cccc(NC(=O)COC(=O)CCc2ccccc2)c1C	1.0	2	7	102	106	2	101	-1	3
CCOC(=O)C1=C(C)NC(=O)NC1c1ccc(OCC(=O)Nc2ccccc2)c(OC)c1 (centres undefined)	2.9	1	6	95	104	0	106	11	2
O=C(Oc1ccc(F)c(F)c1)c1ccc2c(=O)n3c(nc2c1)CCC3	-1.5	-3	-2	72	108	1	120	-1	5
COc1ccc(S(=O)(=O)N2CCCCCC2)cc1C(=O)Nc1ccccn1	1.6	12	4	105	94	0	93	-26	3
Cc1ccc(N(CC(=O)NC2CCCCC2)S(=O)(=O)c2c(C)noc2C)cc1	0.6	4	-4	95	100	2	107	22	2
O=C(Nc1ccc(F)c([N+](=O)[O-])c1)C1CCCO1 (centres undefined)	x	5	5	106	98	0	96	14	0
N#CCC(=O)N/N=C/c1cc(-c2ccccc2)n(-c2ccc(Cl)cc2)c1-c1ccccc1	0.4	-13	-23	86	107	0	112	7	-3
NCc1oc(-c2ccccc2)cc1C(=O)O	0.2	4	0	100	105	2	102	0	4
CCOc1ccc(S(=O)(=O)NCC2CCCO2)c2cccnc12 (centres undefined)	0.6	8	5	105	98	1	96	4	2
C[C@H](CO)N1C[C@H](C)[C@@H](CN(C)S(=O)(=O)c2ccc(Cl)cc2)Oc2ccc(NS(=O)(=O)c3ccccc3)cc2CC1=O	x	x	x	85	90	0	97	-11	3
CCOC(=O)N1CCN(C(=O)CS(=O)Cc2nc(-c3ccc(OC)c(OC)c3)oc2C)CC1 (centres undefined)	-0.4	12	1	112	102	3	108	2	2
CCCCOC(=O)c1[nH]c(C)c(C(=O)OC)c1C	1.5	2	7	96	90	1	82	6	6
CC(C)N(Cc1nnc(-c2ccccc2Br)o1)C(=O)c1cc(Cl)nc2ccccc12	x	3	3	106	100	0	98	0	6
COc1ccccc1N1CCN(C(=O)c2cc3c(s2)-c2ccccc2OC3)CC1	1.6	2	-1	105	98	4	98	-4	3
O=C(NCC(c1cccs1)N1CCOCC1)c1cccc([N+](=O)[O-])c1 (centres undefined)	-0.6	3	-10	102	102	0	103	8	8
Cc1cc(OC(=O)c2cccs2)ccc1C(C)C	4.8	0	6	105	98	0	99	5	2
CCOC(=O)c1cc(-c2ccccc2)sc1NC(=O)c1ccc(OC)c(OC)c1	2.4	5	9	101	107	0	106	12	5
Cc1nc(N2CCN(C(=O)COc3ccccc3)CC2)c2c(C)c(C)sc2n1	-0.4	1	0	105	88	0	78	-9	4
O=C1c2ccccc2CCC12N=NCC2c1ccc(Cl)cc1 (centres undefined)	0.2	4	6	91	101	4	99	7	3
CCOC(=O)CSc1nc2c(sc3ccccc32)c(=O)n1CCCN1CCOCC1	0.0	4	0	96	95	0	92	-2	0
COc1ccccc1/C=C/C(=O)NCC(=O)n1nc(C)cc1C	-2.3	1	1	98	114	4	100	11	0
CC(=O)c1cccc(NC(=O)c2csc3c2CCCCC3)c1	1.2	5	3	119	95	0	97	21	-1
Cc1nnc(SCC(=O)Nc2ncc3c(n2)CCCC3=O)s1	-1.2	8	4	103	99	1	103	12	9
C=C(C)Cn1c(SCC(=O)N/N=C/c2cccc(O)c2)nc2ccccc2c1=O	-0.3	6	8	104	99	0	103	1	5
COc1ccccc1NS(=O)(=O)c1cc(NC(=O)COc2ccccc2F)ccc1N1CCOCC1	x	x	x	110	109	0	109	-7	4
COc1ccc2c(c1)c1c(n2C(C)=O)C(OC(C)=O)=NCC1	2.3	10	2	123	91	0	90	-1	5
S=C(NCCc1ccccc1)NCc1cccs1	1.6	1	4	99	103	0	99	4	-3
O=C(Nc1nc(-c2ccc(Cl)cc2)cs1)NC1CCCCC1	-0.8	5	8	104	96	1	96	5	10
CC(C)=CC(=O)Nc1ccccc1Br	0.1	3	6	91	96	3	102	5	4
Cn1c(CCN2CCCCC2)nc2cc(NS(=O)(=O)c3ccc(F)cc3)ccc21	-0.5	0	4	87	85	0	80	5	3
CCOc1cc(/C=N/O)cc(Cl)c1OC	-1.3	-1	-6	87	101	0	109	12	0
CC1CCCC(C)N1/N=C/c1ccccc1OC(F)F (centres undefined)	2.8	1	-7	99	90	6	81	-1	3
